Screens deposited in PubChem by several laboratories.
NOD2 inhibition: NOD2 signaling inhibitors, cell-based, luminescence, uHTS, HEK293 (AID 1566); HEK293 NOD2/NF-kB luciferase reporter, luminescence; higher % means a stronger effect; inhibition, % at 4 µM; hits with a dose series show EC50 in µM; hit rate 0.63% among 290,000; further: many of its hits are not listed in these tables
Dynein cargo inh: inhibitors of GR-EGFP nuclear translocation, primary screen, dynein cargo transport inhibitor project, imaging, high-content, 3617.4 mouse cells. test concentration mostly 20 µM; stimulated with dexamethasone, 1 µM; active compounds read low. z-score, hits read low. hit rate 0.47% among 220,000. AID 1381, 2008;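 active means plate z-score of nuclear minus cytoplasmic receptor signal below a set negative limit, without overly bright fluorescence or cell loss, cut at about -3.5 in these data, passing the limit was not always enough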;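 further: z-score of nuclear minus cytoplasmic ring GR-EGFP intensity difference per well; some compounds called inactive have numbers as strong as hits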
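medium = tetracycline-free induction medium containing charcoal-stripped FBS | also added = 1.0 µM final dexamethasone stimulus | schedule = 48 h induction, 1 h compound, 30 min dex at 37 °C | technique = fixed, Hoechst-stained cells imaged at 10x for EGFP | measure = GR-EGFP nuclear translocation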
KOR beta-arrestin-1: KOR antagonists, beta-arrestin recruitment, cell-based, luminescence, uHTS (AID 1778); hit rate 0.091% among 290,000; Kappa-type opioid receptor (Homo sapiens); inhibition, % at 10 µM; hits with a dose series show IC50 in µM; KOR beta-arrestin recruitment, luminescence, antagonist mode; higher % means a stronger effect; further: strong numbers were not always called active
GPR55 activation: GPR55 agonists via beta-arrestin recruitment, primary screen, imaging, U2OS cells, beta-arrestin-GFP redistribution (AID 1961) | activation, % at 10 µM; hits with a dose series show EC50 in µM | hit rate 0.048% among 290,000 | G-protein coupled receptor 55 (Homo sapiens) | U2OS GPR55 beta-arrestin-GFP redistribution imaging; higher % means a stronger effect;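 active means activation above 40% with more than 50 cells counted in the well; inconclusive means wells holding fewer than 50 cells, flagged as toxic or sparse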;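 further: U2OS osteosarcoma cells stably expressing GPR55 and beta-arrestin-GFP; plate controls were DMSO negative control for no effect and LPI positive control for full effect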
AID2073: inhibitors of Mint1-CaV2.2 protein interaction, biochemical, HTRF (AID 2073). Voltage-dependent N-type calcium channel subunit alpha-1B (Homo sapiens). HTRF protein-protein interaction, Mint1-CaV2.2; higher % means a stronger effect. inhibition, % at 20 µM; hits with a dose series show IC50 in µM. hit rate 0.19% among 290,000; in the data active means inhibition mostly above about 51%, no sharp cut-off; inconclusive means no clear call, values can overlap the other calls; inactive means mostly below about 53%; further: some results filed as inactive read as strong as hits
P. falciparum M17LAP: P. falciparum M17LAP inhibitors, primary screen, biochemical, fluorogenic H-Leu-NHMec substrate, 1536-well (AID 1619); recombinant M17LAP, H-Leu-NHMec fluorogenic kinetic assay; higher % means a stronger effect; inhibition, % at 30 µM; hits with a dose series show IC50 in µM; hit rate 0.38% among 220,000;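 active means compound inhibiting the enzyme by more than half at any dose during confirmatory dose-response retesting; inconclusive means strong single-dose inhibitors picked by rank but not retested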;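 further: plate controls were full reaction with DMSO carrier for no effect and no enzyme background for full effect; strong numbers were not always called active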
KOR beta-arrestin-2: KOR agonists, beta-arrestin recruitment, primary screen, cell-based, luminescence, uHTS (AID 1777) | hit rate 0.02% among 280,000 | KOR beta-arrestin recruitment, luminescence; higher % means a stronger effect | activation, % at 10 µM, or EC50 in µM where a hit was titrated; in the data active means activation above about 50%, passing the limit was not always enough; further: a part of the inactive calls stands beside numbers as strong as those of hits
NOD1 inhibition: NOD1 signaling inhibitors, primary screen, cell-based, luminescence, uHTS (AID 1578). NOD1-driven NF-kB luciferase reporter cells, luminescence; higher % means a stronger effect. hit rate 1% among 290,000. one-dose inhibition, % at 4 µM; EC50 in µM for titrated hits; in the data active means inhibition mostly above about 36%, no sharp cut-off; inactive means mostly below about 34%;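 further: HEK-293T reporter cells stimulated with the NOD1 agonist gamma-tri-DAP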
M1AAP inhibition: P. falciparum M1AAP inhibitors, biochemical, fluorogenic H-Leu-NHMec substrate, 1536-well (AID 1445); hit rate 0.42% among 220,000; Aminopeptidase N (Plasmodium falciparum (isolate 3D7)); one-dose inhibition, % at 30 µM; IC50 in µM for titrated hits; recombinant M1AAP, H-Leu-NHMec fluorogenic kinetic assay; higher % means a stronger effect;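 active means primary inhibition above the hit cutoff, then over 50% inhibition at one or more dose response concentrations, cut at about 23% in these data, passing the limit was not always enough; inconclusive means conflicting primary data, or primary hits not chosen for dose response; inactive means low primary inhibition, or under 50% at every dose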;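 further: plate controls were DMSO full reaction for no effect and no enzyme background for full effect; strong numbers were not always called active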
Dynein cargo inh cytoplasmic EGFP: second read-out of Dynein cargo inh, no call of its own (marks repeat the call); z-score; measured here: cytoplasmic GR-EGFP intensity; active compounds read high
Dynein cargo inh nuclear GR-EGFP: also measured in Dynein cargo inh; calls as there; z-score; measured here: nuclear GR-EGFP intensity;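 lower value marks the stronger effect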
Dynein cargo inh cell count: further read-out of Dynein cargo inh, marked with its call; z-score; measured here: cell count per field
Active calls of the source: *; ? = inconclusive; nt = no result given; [ ] = another dose, or the depositor's remark. Unless noted, no stated cut-off is given here; in the data, active means inhibition above about 50%; inactive means the rest. A portion of the library. The share of hits here may be higher or lower than overall.

Order of values: NOD1 inhibition | NOD2 inhibition | KOR beta-arrestin-2 | M1AAP inhibition | GPR55 activation | Dynein cargo inh nuclear GR-EGFP | KOR beta-arrestin-1 | Dynein cargo inh cell count | AID2073 | P. falciparum M17LAP | Dynein cargo inh cytoplasmic EGFP | Dynein cargo inh
1	CN(C)C(CNc1ccc(S(C)(=O)=O)cc1[N+](=O)[O-])Cc1ccccc1 (centres undefined)
    13% | -53% | -2.4% | nt | -0.1% | nt | 9% | nt | 2% | nt | nt | nt
2	CC(=O)Nc1ccc(NC(=O)C2C3C=CC(C3)C2C(=O)O)cc1 (centres undefined)
    -19% | 0% | 5.7% | nt | 0.1% | nt | -44%[20 µM] | nt | 12% | nt | nt | nt
3	O=C(OCc1cccc(C(F)(F)F)c1)c1ccc[nH]c1=O
    -10% | 18% | -1.2% | nt | -0.3% | nt | -22% | nt | -9% | nt | nt | nt
4	COc1ccc(CN2CCN(Cc3ccccc3C(F)(F)F)CC2)c(OC)c1
    2% | -4% | -4.1% | nt | -0.1% | nt | 25% | nt | 0% | nt | nt | nt
5	COC(=O)CCCc1nc2ccccc2s1
    0% | 6% | -2.6% | 2% | -0.1% | -0.053 | 3% | 0.24 | 2% | 0% | -0.21 | -0.42
6	CCOc1ccc(OCC)c(NC(=O)CN2CCC(NC(=O)c3cccc(F)c3)CC2)c1
    -18% | -4% | -4.1% | 8% | 0.3% | -0.14 | 14% | 0.72 | -5% | -2% | -0.21 | -1.3
7	Cc1ccccc1N1CCN(C2CCCN(C(=O)c3cnsn3)C2)CC1 (centres undefined)
    -4% | 3% | 0.9% | nt | -0.1% | nt | -23% | nt | 11% | nt | nt | nt
8	Cc1cc(C)c(C)c(S(=O)(=O)N2CCC(C(=O)Nc3ccccc3N3CCOCC3)CC2)c1C
    -25% | -19% | -2.6% | 6% | -0.2% | -0.2 | nt | 0.4 | 1% | -3% | -0.27 | -0.6
9	CC(NC(=O)c1ccc(F)cc1)C(=O)NC1=NCCS1 (centres undefined)
    -29% | 4% | 2.0% | 1% | -0.3% | -0.26 | -38% | 0.34 | 3% | 0% | -0.36 | 0.12
10	Cc1cc2c(cc(C(=O)NCCCN3CCOCC3)n2Cc2ccc(Cl)cc2)o1
    -20% | 4% | -2.6% | 10% | -0.5% | 0.52 | -18% | 0.046 | -1% | 5% | -0.13 | 0.53
11	CCc1ccc(-c2cc(C(F)(F)F)n3nc(C(=O)Nc4cnn(Cc5ccc(C)cc5)c4)cc3n2)s1
    -85% | 24% | -6.8% | 1% | 0.3% | 1.4 | 5% | -0.37 | 25% | -11% | -0.16 | 1.8
12	COc1ccc2c(C=O)cn(C)c2c1
    -5% | 20% | -0.8% | 2% | -0.2% | 0.096 | 1% | 0.84 | 8% | 9% | -0.26 | 0.089
13	CN(C(=O)c1ccccc1C(=O)OCC(=O)NCc1ccccc1)C1CCCCC1
    -12% | -7% | 5.9% | 8% | -0.3% | 0.82 | 2% | -1.4 | 27% | -12% | -0.2 | 0.49
14	CCC(C)(C)NC(=O)C(c1ccc(F)cc1)N(CCOC)C(=O)CCC(=O)Nc1nccs1 (centres undefined)
    -20% | 9% | -5.3% | nt | 0.1% | nt | 12% | nt | 2% | nt | nt | nt
15	Cc1ccccc1CNC(=O)c1ccccc1NS(C)(=O)=O
    22% | -5% | 4.5% | 1% | 0.0% | 0.34 | -9%[20 µM] | -0.42 | 0% | -12% | 0.062 | 1
16	CCCC(C)NC(=O)CSc1nnc(-c2c[nH]c3ccccc23)o1 (centres undefined)
    -21% | 19% | -3.9% | -2% | -0.1% | 0.68 | -10% | -2.4 | 4% | 9% | 0.053 | 0.87
17	CCOc1ccccc1N1C(=O)c2ccc(S(=O)(=O)c3ccc(C(=O)O)cc3)cc2C1=O
    -35% | 1% | -0.2% | nt | 0.0% | nt | -28% | nt | 4% | nt | nt | nt
18	CN(C)S(=O)(=O)c1cccc(NC(=S)NCc2ccco2)c1
    -32% | -10% | 3.1% | 0% | 0.0% | -0.12 | -30% | -0.18 | 7% | -6% | 0.28 | -0.79
19	Cc1cc(=O)oc2cc(OCC(=O)NC3CC(C)(C)NC(C)(C)C3)c(Cl)cc12
    -41% | 3% | -5.3% | nt | 0.8% | nt | -9% | nt | 11% | nt | nt | nt
20	COc1ccc(N2CSC3=C(C#N)C(c4cccc(OC)c4OC)CC(=O)N3C2)cc1 (centres undefined)
    -18% | 8% | -2.6% | 12% | -0.2% | -0.32 | 12% | 0.31 | 12µM* | -3% | 0.25 | -0.89
21	COc1ccc(CNC(=O)CN(Cc2ccccc2)C(=O)c2csnn2)cc1
    -7% | 2% | -0.9% | -3% | -0.1% | 0.053 | 13% | 1.3 | -4% | 1% | -0.24 | -0.31
22	COc1ccc(OCC(=O)Nc2cccc(C(C)=O)c2)cc1
    6% | 2% | -3.2% | 9% | -0.2% | -0.071 | 32% | 0.54 | 48% | -11% | -0.2 | -0.74
23	O=S(=O)(c1ccccc1)N(CC1CO1)c1cccc2ccccc12 (centres undefined)
    26% | 21% | -2.9% | 1% | -0.1% | 1.5 | -16% | -1.3 | 2% | 0% | 0.052 | 2.3
24	O=C(c1ccc(N2CCOCC2)nc1)N1CCCCC1
    -13% | 6% | -0.8% | -1% | -0.3% | -0.23 | 10% | 0.35 | 2% | -4% | -0.18 | -0.68
25	Cc1ccsc1/C=N/n1c(-c2ccccn2)n[nH]c1=S
    9% | 10% | 0.0% | 3% | 0.1% | 0.62 | 14% | -0.0011 | -28% | -5% | -0.26 | 1.1
26	Cn1c(=O)c2cc(S(=O)(=O)N3CCC(c4ccccc4)CC3)ccc2n(C)c1=O
    1% | 9% | 5.2% | 6% | 0.2% | 0.18 | -39% | -0.65 | -4% | -6% | -0.13 | -0.26
27	CNC(=O)/C(C#N)=C/c1c(N2CCN(c3ccccc3)CC2)nc2c(C)cccn2c1=O
    -2% | 18% | -4.0% | nt | -0.1% | nt | -36% | nt | 11% | nt | nt | nt
28	CC(C)=C1C2CCC1C1C(=O)N(c3nccs3)C(=O)C21 (centres undefined)
    -23% | 11% | -1.3% | -2% | 0.1% | -0.43 | nt | 0.03 | 13% | 19% | -0.24 | -0.44
29	CCOc1ccc(S(=O)(=O)N(C)c2ccc(OCC(=O)NCC3CCCO3)cc2)cc1 (centres undefined)
    -14% | 9% | -7.4% | 18% | 0.2% | 0.25 | 1% | 0.32 | 1% | 21% | -0.36 | 0.18
30	COc1cc(CCC(=O)OCC(=O)Nc2ccc(C)cc2Cl)cc(OC)c1OC
    -17% | -5% | 3.6% | nt | 0.2% | nt | -8% | nt | 7% | nt | nt | nt
31	N#Cc1ccccc1Sc1ccccc1C(=O)N1CCOCC1
    -4% | 2% | -1.3% | -1% | -0.3% | 0.19 | -18% | 0.3 | -1% | -4% | -0.3 | 0.79
32	CCOc1ccccc1N1CCN(CC(=O)NC(C)c2ccccc2)CC1 (centres undefined)
    -5% | 5% | -4.0% | nt | -0.1% | nt | -4% | nt | -2% | nt | nt | nt
33	CC(C)NC(=O)N(Cc1ccc(Cl)cc1)Cc1cccs1
    -11% | -7% | -5.2% | 6% | 0.0% | -0.21 | -4% | 0.16 | ? | -3% | -0.25 | 0.038
34	COc1ccc(Cc2nnc(NC(=O)c3c(-c4ccccc4)noc3C)s2)cc1OC
    -2% | 23% | -3.8% | 0% | 0.7% | 0.12 | 2% | 0.57 | 12% | -3% | -0.24 | -0.3
35	FC(F)(F)c1nnc2n1N=C(c1cccs1)CS2
    -8% | 12% | 4.5% | 2% | -0.4% | -0.78 | -14% | 0.5 | -9% | 2% | -0.36 | -0.9
36	O=C(O)/C=C\c1cccc(-n2cnnn2)c1
    -9% | 11% | 1.9% | -1% | -0.3% | -0.45 | -33% | 0.3 | 5% | 11% | -0.31 | -0.18
37	Cc1cc(C)nc(NC(=O)c2ccccc2O)n1
    -7% | 15% | -3.5% | nt | -0.1% | nt | -15% | nt | 6% | nt | nt | nt
38	COc1ccc(C)cc1NC(=O)C(NCC(O)c1ccccc1)c1ccccc1 (centres undefined)
    -10% | -7% | -1.8% | nt | -0.3% | nt | -1% | nt | 0% | nt | nt | nt
39	Cc1ccc(S(=O)(=O)NCCc2cc3ccc(C)cc3[nH]c2=O)cc1
    -22% | 11% | -3.0% | nt | 0.5% | nt | 3% | nt | 12% | nt | nt | nt
40	Cc1ccc(Cl)cc1N1CCN(C(=O)c2noc(C(C)C)c2[N+](=O)[O-])CC1
    32% | 15% | -1.1% | nt | 0.5% | nt | 3% | nt | 10% | nt | nt | nt
41	O=C(c1cc2ccccc2o1)N1CCN(c2cccc(C(F)(F)F)c2)CC1
    -22% | 13% | 1.1% | nt | -0.2% | nt | -17% | nt | -1% | nt | nt | nt
42	CC1CCCCN1Cc1cnc(Cl)s1 (centres undefined)
    -14% | 19% | -2.5% | -2% | -0.2% | -0.54 | 34% | 0.73 | -1% | -3% | -0.15 | -0.03

An excerpt of these results, in transposed form.
(34) COc1ccc(Cc2nnc(NC(=O)c3c(-c4ccccc4)noc3C)s2)cc1OC
(35) FC(F)(F)c1nnc2n1N=C(c1cccs1)CS2

| assay / entry | 34 | 35 |
| --- | --- | --- |
| NOD1 inhibition | -2% | -8% |
| NOD2 inhibition | 23% | 12% |
| KOR beta-arrestin-2 | -3.8% | 4.5% |
| M1AAP inhibition | 0% | 2% |
| GPR55 activation | 0.7% | -0.4% |
| Dynein cargo inh nuclear GR-EGFP | 0.12 | -0.78 |
| KOR beta-arrestin-1 | 2% | -14% |
| Dynein cargo inh cell count | 0.57 | 0.5 |
| AID2073 | 12% | -9% |
| P. falciparum M17LAP | -3% | 2% |
| Dynein cargo inh cytoplasmic EGFP | -0.24 | -0.36 |
| Dynein cargo inh | -0.3 | -0.9 |
